GAA850 FXN act: frataxin GAA850 promoter activation; actives 0.56% (n = 360,000); activation, % at 6 µM; HEK293 lucGAA850 FXN promoter luciferase reporter, 24 h; percent of 10 µM SAHA response;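 active = activation above the average of all compounds screened plus 3 SD, cutoff fixed separately per campaign, cut at about 7.5% in these data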;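 also: 0% = DMSO wells and 100% = 10 µM SAHA wells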
hcDAF12 agonist: H. contortus DAF-12 activation, primary screen; HEK293 hcDAF-12 lit1-tk-luc reporter, luminescence; 0% DMSO, 100% Δ7-dafachronic acid; activation, % at 6.8 µM; actives 1.4% (n = 370,000); AID 652067;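 active = activation above the mean of all tested compounds plus 3 SD, cut at about 5.5% in these data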;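 also: 100% = response to 3 µM Δ7-dafachronic acid high control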
PLC-gamma1 inh: inhibitors of human phospholipase C gamma1; P19174; purified PLC-gamma1, fluorogenic substrate, fluorescence; inhibition, % at 12.2 µM; actives 0.84% (n = 370,000); in the data active = inhibition above about 9.5%
ADAM10 inh: inhibitors of human ADAM10 | recombinant ADAM10, EDANS/DABCYL FRET peptide cleavage, 3 h | inhibition, % at 7 µM | actives 0.62% (n = 370,000);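 active = inhibition above a per-campaign cutoff equal to the mean of compounds falling between control-based bounds plus 3 SD, cut at about 20% in these data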;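 also: 0% = DMSO wells while the 100% control is not disclosed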
Target sequence (O14672 214-748 limits assumed): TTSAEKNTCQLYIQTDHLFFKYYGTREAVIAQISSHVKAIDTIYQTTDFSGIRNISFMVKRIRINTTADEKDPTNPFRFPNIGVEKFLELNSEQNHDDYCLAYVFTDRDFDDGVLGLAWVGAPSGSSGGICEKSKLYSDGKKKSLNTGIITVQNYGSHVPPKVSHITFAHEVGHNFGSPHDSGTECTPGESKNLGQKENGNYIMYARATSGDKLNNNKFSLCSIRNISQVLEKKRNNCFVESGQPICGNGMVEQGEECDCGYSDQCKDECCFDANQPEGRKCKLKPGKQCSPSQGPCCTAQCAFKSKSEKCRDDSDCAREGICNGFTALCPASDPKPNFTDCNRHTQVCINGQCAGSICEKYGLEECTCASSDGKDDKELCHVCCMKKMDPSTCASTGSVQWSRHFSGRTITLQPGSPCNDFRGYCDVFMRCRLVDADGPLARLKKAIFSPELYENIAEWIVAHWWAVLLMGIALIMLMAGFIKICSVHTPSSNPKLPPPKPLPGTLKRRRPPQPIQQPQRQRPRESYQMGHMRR
HGIII-sPLA2 inh: Blocks human group III sPLA2 activity; actives 0.56% (n = 370,000); Q9NZ20; inhibition, % at 12.2 µM; QFRET BODIPY PC-A2 liposome hydrolysis, fluorescence;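 active = inhibition above mean plus 3 SD of compounds lying within the high and low control bounds, cut at about 19% in these data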;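 also: 0% = median of test compound wells and 100% = no enzyme DMSO wells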
DAX1 inh-1: NR0B1 (DAX1) inhibition; AID 504766; HEK293 Gal4-DAX1 luciferase reporter, luminescence; actives 0.99% (n = 340,000); inhibition, % at 6.75 µM; P51843;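 active = inhibition above the mean over all tested compounds plus 3 SD, cut at about 4.2% in these data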;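 also: 0% = DAX1-transfected cells with DMSO and 100% = empty-vector control cells with DMSO; inhibition shows as a rise in luminescence from relieved DAX1 repression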
Target sequence (P51843 207-470 limits assumed): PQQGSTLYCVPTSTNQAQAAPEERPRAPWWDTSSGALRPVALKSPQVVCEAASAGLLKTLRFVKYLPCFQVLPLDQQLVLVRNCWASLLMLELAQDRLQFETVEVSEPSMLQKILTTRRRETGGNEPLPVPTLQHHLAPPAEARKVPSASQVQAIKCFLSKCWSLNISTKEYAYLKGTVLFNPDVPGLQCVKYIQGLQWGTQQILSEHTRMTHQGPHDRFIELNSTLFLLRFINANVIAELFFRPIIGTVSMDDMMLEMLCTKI
ADAM17 inh: ADAM17 inhibition, QFRET primary screen; P78536; recombinant ADAM17, EDANS/DABCYL FRET peptide cleavage; inhibition, % at 6.95 µM; actives 0.83% (n = 370,000); AID 720648;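 active = inhibition above the mean of compounds lying between control limits plus 3 SD, set per campaign, cut at about 8.5% in these data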;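 also: 0% = DMSO-only wells as the low control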
hgDAF-12 ag: hgDAF-12 agonism, primary luciferase screen; HEK293 GAL4-hgDAF12 UAS-luciferase reporter, agonist luminescence; normalized to butyrate control; activation, % at 6.8 µM; actives 1.8% (n = 370,000);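 active = activation above a cutoff set at the mean of all screened compounds plus 3 SD, cut at about 10% in these data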;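 also: 0% = DMSO wells and 100% = sodium butyrate wells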
DAX1 inh-2: blocks DAX1 repression of SF-1 activated StAR promoter. actives 1.1% (n = 370,000). HEK293T StAR-luciferase reporter, SF-1/DAX-1 repression relief. AID 652010. inhibition, % at 6.8 µM;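 active = inhibition above the mean over all tested compounds plus 3 SD, cut at about 3.6% in these data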;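 also: 0% = DAX-1 cells with DMSO and 100% = cells lacking DAX-1 with DMSO; higher inhibition means more luminescence from relief of DAX-1 repression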
ssDAF12 agonist: activates DAF-12 receptor from parasite S. stercoralis; HEK293 ssDAF-12/GRIP1 lit1-tk-luc reporter, luminescence; % of 3 µM dafachronic acid response; activation, % at 6.8 µM; actives 1% (n = 370,000); AID 652126;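 active = activation above the mean over all tested compounds plus 3 SD, cut at about 0.9% in these data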;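 also: 0% = DMSO-only wells and 100% = 3 µM delta7-dafachronic acid wells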
PLC-beta3 inh: inhibitors of human phospholipase C beta3; Q01970; Purified PLC-beta3, fluorogenic substrate, fluorescence; inhibition, % at 12.2 µM; actives 0.18% (n = 370,000); AID 720704; in the data active = inhibition above about 11%;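 also: 0% = median of compound wells on plate and 100% = full blocker control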
The depositor's hits bear a star; i = inactive; · = no result given. Random draw from the library; overall some 6.9% were active at least once.

SMILES	GAA850 FXN act	hcDAF12 agonist	PLC-gamma1 inh	ADAM10 inh	HGIII-sPLA2 inh	DAX1 inh-1	ADAM17 inh	hgDAF-12 ag	DAX1 inh-2	ssDAF12 agonist	PLC-beta3 inh
O=c1c2ccccc2nc2n1C(CSc1ccc(Cl)cc1)CN2 (stereo unspecified)	-0.4	2.4	-3.7	-2.5	11.2	1.1	-3.2	-1.2	0.4	-1.1	-1.6
COc1ccc(O)c(-c2cc(-c3cccs3)[nH]n2)c1	5.0	5.8*	-2.5	0.1	-31.8	1.8	2.7	10.0	0.1	1.1*	-7.6
O=C1c2ccccc2C(=O)N1CCC1(O)C(c2ccccc2)=Nc2ccccc21 (stereo unspecified)	0.5	1.2	-7.5	-7.8	2.0	1.0	0.7	4.9	0.8	-0.6	-12.6
CCOC(=O)C1=NN(c2ccc(OC)cc2)C(c2ccccc2)CC1=O (stereo unspecified)	-2.7	0.1	7.5	0.1	-22.9	1.1	1.6	-3.0	-0.1	-0.5	0.6
Cc1cc2oc(=O)cc(-c3ccccc3)c2c(C)c1-c1ccc(OC(F)(F)F)cc1	-1.0	-1.1	0.6	-1.1	1.2	0.3	-4.3	-0.8	0.0	-0.9	-0.2
O=C(c1ccc(COc2ccccc2[N+](=O)[O-])o1)N1CCCCC1	3.0	3.8	0.2	0.1	-2.7	-0.4	-3.0	1.6	-0.2	-0.6	4.8
O=C(NC1CCCCC1)N1CCNCC1	0.6	-1.8	-0.8	-1.6	-1.1	0.1	-2.0	4.5	0.2	-1.1	-6.4
CCC(=O)Nc1cccc(NC(=O)c2cc3ccccc3o2)c1	4.9	1.8	0.7	1.1	-3.1	3.1	0.2	10.7*	2.7	-0.8	-1.5
Cc1cc(=O)oc2cc(OCC(=O)N3CCOCC3)c(Cl)cc12	-0.6	-0.7	-339.8	i	-0.7	1.2	i	0.7	-1.7	-0.9	-420.6
Cc1cc(C)c(OCC(=O)N2CCN(c3ncc(C(F)(F)F)cc3Cl)CC2)c(C)c1	1.9	-0.9	-0.4	8.6	3.4	0.0	0.0	0.7	-0.3	-1.1	-5.7
Nc1nc(SCC(=O)N2CCN(S(=O)(=O)c3ccc(Cl)cc3)CC2)n[nH]1	-1.6	-0.1	-0.5	0.7	0.1	-1.2	-3.8	-2.0	-0.2	-0.9	2.3
COC(CNc1ncnc2c1cnn2C)OC	0.1	-0.9	3.5	-5.0	13.4	-0.3	-3.5	-1.5	-1.1	-1.2	-0.7
CC(C)NC(=O)N(C)C[C@H]1Oc2ccc(NC(=O)c3ccncc3)cc2C(=O)N([C@H](C)CO)C[C@@H]1C	-1.1	-0.6	1.7	4.6	8.1	0.6	-2.9	-0.8	0.4	-1.5	1.7
c1ccc(C2C3=C(Nc4ncnn42)c2ccccc2CCC3)cc1 (stereo unspecified)	1.8	1.6	1.3	3.8	0.4	0.4	-2.7	1.1	-0.2	-2.0	1.7
CC(C)NC(=O)C1CCN(C2CCN(Cc3nc4ccccc4s3)CC2)CC1	0.7	-0.6	-0.2	-2.9	-0.5	-1.3	-3.1	1.4	0.1	-1.1	3.0
CCCOc1ccccc1-c1nc(SCCC(=O)O)n[nH]1	-0.8	2.1	-0.7	-7.2	2.8	-0.4	-4.4	-0.4	1.0	-1.1	-2.4
O=C(OCc1cccc([N+](=O)[O-])c1)c1ccncc1	1.8	0.6	1.9	-0.2	3.7	-0.7	-3.3	0.1	-0.4	-1.6	-0.1
O=C(COc1ccc(Cl)cc1)Nc1ccc(N2CCN(C(=O)c3ccco3)CC2)cc1	0.8	-4.2	3.6	3.9	-11.2	-3.8	-0.7	-7.7	-2.9	-2.5	2.6
O=C(Nc1ccccn1)C(NS(=O)(=O)c1cccc2nsnc12)c1ccccc1 (stereo unspecified)	0.0	0.9	0.3	-2.5	-2.9	1.2	-1.5	1.7	-0.7	-1.1	-4.8
CN(C)S(=O)(=O)c1cc(NC(=O)CN2C(=O)NC3(CCCc4ccccc43)C2=O)ccc1Cl (stereo unspecified)	1.8	-1.1	-1.6	4.2	-12.0	-1.0	0.5	-3.3	0.0	-2.0	-0.7
CCCn1c2c(c(O)c(C(=O)NCCCN(CC)CC)c1=O)CCCC2	-0.3	0.2	0.1	-1.3	-0.8	0.8	-3.1	1.0	0.2	-0.3	-1.7
O=C(O)CCCCCN1C(=O)C(O)=C(C(=O)/C=C/c2ccccc2)C1c1ccc2c(c1)OCO2 (stereo unspecified)	2.3	-0.2	-2.0	-5.9	-1.1	·	-3.9	-1.5	0.2	-0.1	-8.8
CC(NC(=O)COC(=O)c1ccc2c(=O)n3c(nc2c1)CCCCC3)c1ccccc1 (stereo unspecified)	1.3	-1.1	-4.7	-27.7	0.0	0.3	-9.0	0.1	1.9	-1.0	-12.2
COc1ccc(CNC(=O)COC(=O)c2ccc3c(c2)OCCO3)cc1	0.5	-0.2	0.2	8.2	0.2	1.0	-3.2	-0.2	-0.7	-1.9	-2.8
Oc1ccccc1-c1nc2c3ccccc3c3ccccc3c2[nH]1	1.1	7.5*	i	i	-18.1	2.0	i	3.6	-1.0	0.1	i
N=C1SC(CC(=O)Nc2ccc([N+](=O)[O-])cc2)C(=O)N1c1ccccc1 (stereo unspecified)	-2.5	-2.6	-3.5	5.5	-33.8	·	-1.1	-0.2	-0.7	-0.9	-8.0
Cc1ccc(C(=O)N/C(=C/c2cccnc2)C(=O)NCc2ccco2)cc1	-1.0	-1.2	-0.2	7.7	-3.1	-0.3	1.3	4.4	-0.2	-0.3	3.5
O=C(c1ccc2c(=O)n(Cc3ccccc3Cl)c(=S)[nH]c2c1)N1CCCC1	-2.0	1.5	3.5	8.8	8.4	2.9	-5.3	1.7	0.2	-0.8	-1.5
Nc1nc(NCCOCCO)nc(Nc2cccc(F)c2)c1[N+](=O)[O-]	3.0	-2.1	8.3	9.9	-2.0	0.4	2.6	-0.3	0.5	-1.4	9.9
COC(=O)[C@H](Cc1ccccc1)N[C@H](c1ccc(OC)cc1)[C@@H](O)Cc1ccccc1	·	0.6	0.9	-1.5	-9.0	·	-0.1	1.0	-0.2	-1.0	5.0
CC(C)=C[C@@H]1C[C@H](C)[C@H]2CC[C@H](C)c3c(O)c(O)c(C)c1c32	2.2	-2.0	-41.8	-10.1	-7.8	-0.4	-1.7	1.1	-0.3	-1.3	-50.4
COC(=O)c1cc(NS(=O)(=O)c2ccc(N3CCOCC3)c(N)c2)cc(C(=O)OC)c1	-6.0	-2.9	-6.7	-9.3	-8.2	-1.2	-2.2	-0.2	-0.6	-1.6	-5.3
O=C(NCc1ccccc1)C1Cc2c(-c3cccc(F)c3)ccnc2O1 (stereo unspecified)	0.5	-0.4	4.6	-8.3	8.7	·	3.1	-3.4	0.4	-0.1	-0.7
COc1ccccc1NS(=O)(=O)c1cccc(C(=O)N/N=C/c2ccc3c(c2)OCCO3)c1	0.4	-0.9	-28.1	3.6	0.0	-0.4	-1.3	3.6	-0.5	-1.3	-26.5
CCn1c2ccccc2c2cc(CN3CCN(S(=O)(=O)Cc4ccccc4)CC3)ccc21	0.9	-0.8	2.9	-8.7	-13.8	-0.5	-1.5	0.8	-1.1	-1.4	-0.2
COc1ccc(CC(=O)Nc2ccc3c(C)cc(=O)oc3c2)cc1OC	1.1	0.8	-35.8	-192.8	4.6	-1.1	-62.3	0.2	-0.4	-1.1	-33.0
N#Cc1cccc(C(=O)OCc2cccc(S(=O)(=O)N3CCOCC3)c2)c1	1.3	1.1	-1.4	-3.3	-9.3	2.4	-3.5	2.4	-1.1	-0.9	-3.4
CC(NC(=O)c1ccco1)C(=O)N(C)Cc1ccc(C(F)(F)F)cc1 (stereo unspecified)	0.6	-1.8	1.9	8.7	7.0	-1.3	0.1	0.2	0.1	-0.8	-4.4
Cc1ccc(-c2cc(-c3ccc(F)cc3)c(C#N)c(N)n2)o1	-3.2	-1.5	-360.7	i	-1.7	-0.4	-394.2	-0.2	-0.4	-1.8	-356.2
CC(Oc1ccc(/C=N/NC(=O)Cc2cccc3ccccc23)cc1)C(=O)O (stereo unspecified)	-0.5	-2.0	-1.9	3.6	-4.8	0.9	-2.2	-2.3	-0.2	-1.2	-5.6
O=C(c1cccc(Oc2ccc([N+](=O)[O-])cc2Cl)c1)N1CCCCC1	0.2	0.7	1.1	-3.8	-6.9	0.9	-2.9	-2.5	0.2	-0.5	0.3
OCCN1CCN(c2ncnc3c2ncn3[C@H]2CN(Cc3ccc4c(c3)OCO4)C[C@@H](CO)O2)CC1	1.2	-1.2	5.5	-19.6	6.7	·	0.0	2.3	0.2	-1.2	-8.9
COc1nc(C)cc(C)c1S(=O)(=O)c1ccccc1	3.3	-1.6	-0.8	-0.8	2.7	-0.5	-2.6	-0.6	0.0	-1.5	-6.3
CC(C)OCCCNc1ncnc2c1[nH]c1ccccc12	-4.7	-4.5	-10.5	-143.7	-3.8	-3.4	-49.7	-7.0	-3.2	-2.8	-14.0
COc1ccc(N2CCN(C(=O)CNC(=O)c3ccco3)CC2)cc1	1.2	4.8	2.5	-2.0	4.7	0.9	5.2	0.1	-0.1	-1.1	-0.3

Screening data as filed in PubChem.
